Screening results deposited in PubChem BioAssay by NMMLSC.
T cell modulator: modulators of CD8 T cell-vesicle binding, primary screen, mouse 2C CD8+ T cells, flow cytometry. 2C CD8+ T cell-vesicle binding; stronger effect = lower value. calls only at 7 µM. hit rate 0.068% among 330,000;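 active = response, share of CD8 T cells binding vesicles, and their 90th percentile fluorescence all below set limits, cut at about 80% in these data, passing the limit was not always enough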
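material = purified 2C TCR transgenic mouse naive CD8+ T cells | controls = Unloaded micro-vesicles (low), QL9 vesicles with 0.7% DMSO (high) | detection = cytometric PE anti-B7-1 and Alexa647 anti-CD8 signals after 1% paraformaldehyde fixation | incubation = binding step 1.5 h, 37 °C, antibody labelling 20 min, ice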
T cell modulator vesicle-bound %: also measured in T cell modulator; calls as there; double positive events, %; measured here: CD8+ vesicle-bound cell fraction;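 binding gate set so that unloaded-vesicle control wells show 10% double positive cells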
Starred values were filed as active, the others as inactive; i = inactive. This is a subset (hit frequency here may not be typical).

SMILES	T cell modulator	T cell modulator vesicle-bound %
C/C(=N\NC(=O)CCC(=O)Nc1ccc(C)c(C)c1)C1CC1	i	9
CCCCCCSc1ccc([C@H]2N[C@@](Cc3ccccc3)(C(=O)OC)[C@H]3C(=O)N(CC)C(=O)[C@@H]23)cc1	i	36
COc1cccc(CN2CCNC(=O)C2CC(=O)NC2CCCCC2)c1OC (stereo unspecified)	i	10
NC(=O)c1ccc[n+](Cc2ccc(-c3ccccc3)cc2)c1	i	56
O=C(CNC(=O)N1CC(=O)Nc2ccccc21)Nc1ccccc1F	i	58
CCN(CC(=O)NCc1cccs1)C(=O)c1ccc([N+](=O)[O-])o1	i	55
COc1ccc([C@H]2CC(=O)C=C(c3ccc(OC(F)(F)F)cc3)C2)cc1	i	38
O=C1C(=O)N(CCCn2ccnc2)C(c2cccc(Br)c2)/C1=C(\O)c1ccc2c(c1)OCCO2 (stereo unspecified)	i	7
CCN(CC)CCn1c2c(c(SCC(=O)Nc3ccc(C(C)C)cc3)nc1=O)CCC2	i	50
COc1cccc(NC2=NCCCCC2)c1	i	30
COC(=O)c1cc(S(=O)(=O)N2CCN(Cc3ccccc3)CC2)cn1C	i	5
CC(C)OCCCNC(=O)CN1C(=O)/C(=C/c2ccccc2F)Oc2ccccc21	i	45
Cc1cccc(NC(=O)CN2CCN(CC(=O)Nc3ccc(-c4ccccc4)cc3)CC2)c1C	i	57
CCCOc1ccc(C(=O)Nc2ccc3c(c2)OCO3)cc1	i	48
CCCn1c(=O)c(C(=O)NCc2ccc3c(c2)OCO3)c(O)c2ccccc21	i	57
O=C(NN1C(=O)/C(=C/c2ccc(O)cc2)SC1=S)c1cccc(O)c1	i	65
CC(C)CN(C(=O)c1ccc(S(=O)(=O)N2CCOCC2)cc1)C1CCS(=O)(=O)C1 (stereo unspecified)	i	41
COc1ccc([C@H]2CC(=O)C=C(c3c(C)cc(C)cc3C)C2)cc1	i	39
CC(C)c1ccc(C(=O)NNC(=O)C2C3CCC(C3)C2C(=O)O)cc1 (stereo unspecified)	i	66
Cc1ccc(OCC(=O)NCc2n[nH]c(=O)c3ccccc23)cc1	i	19
COc1cnn(-c2cccc(C(F)(F)F)c2)c(=O)c1Cl	i	49
O=C(c1ccco1)N1CCN(Cc2ccccc2F)CC1	i	47
CCOCc1nnc(NC(=O)CCS(=O)(=O)Cc2ccccc2)s1	i	32
CC(=O)N1CCSc2ccc(S(=O)(=O)Nc3ccccc3C)cc21	i	34
O=C(N/C(=C/c1ccc([N+](=O)[O-])cc1)C(=O)N1CCOCC1)c1ccco1	i	50

Look-ups from the list:
For T cell modulator vesicle-bound %, COc1cccc(NC2=NCCCCC2)c1 is entered as 30
For T cell modulator vesicle-bound %, CCCn1c(=O)c(C(=O)NCc2ccc3c(c2)OCO3)c(O)c2ccccc21 is entered as 57
For T cell modulator vesicle-bound %, Cc1ccc(OCC(=O)NCc2n[nH]c(=O)c3ccccc23)cc1 is entered as 19
For T cell modulator vesicle-bound %, Cc1cccc(NC(=O)CN2CCN(CC(=O)Nc3ccc(-c4ccccc4)cc3)CC2)c1C is entered as 57

Entries of single compounds as entered above:
Results for O=C1C(=O)N(CCCn2ccnc2)C(c2cccc(Br)c2)/C1=C(\O)c1ccc2c(c1)OCCO2 (stereo unspecified) → T cell modulator = i; T cell modulator vesicle-bound % = 7
Results for Cc1ccc(OCC(=O)NCc2n[nH]c(=O)c3ccccc23)cc1 → T cell modulator = i; T cell modulator vesicle-bound % = 19
Results for COc1ccc([C@H]2CC(=O)C=C(c3ccc(OC(F)(F)F)cc3)C2)cc1 → T cell modulator = i; T cell modulator vesicle-bound % = 38

(further entries)
SMILES	T cell modulator	T cell modulator vesicle-bound %
CCOc1cc(/C=C2\CCn3c2nc2cc(Cl)ccc2c3=O)ccc1O	i	38
COc1ccccc1CC(=O)Nc1cc(S(=O)(=O)N2CCOCC2)ccc1N1CCOCC1	i	35
COc1ccc(C(C)NC(=S)NC2CCCCC2)cc1OC (stereo unspecified)	i	68
O=C(NCCNC(=O)c1cccc(O)c1)c1cccc(O)c1	i	36
NS(=O)(=O)c1ccc(CNC(=O)Cn2nc(C(F)F)cc2C(F)F)cc1	i	28
COc1ccc(CCNC(=O)C(=O)NCC2OCCN2S(=O)(=O)c2ccccc2)cc1OC (stereo unspecified)	i	37
Cc1ccc(C(=O)OC(C)C(=O)NC2CCCCC2C)cc1S(=O)(=O)N1CCOCC1 (stereo unspecified)	i	12
O=C(Cn1sc2ccccc2c1=O)N1CCN(C(=O)c2ccco2)CC1	i	7
Cc1ccccc1NC(=O)c1ccc2nccnc2c1	i	18
CCN1CCN(C(=O)Cn2nc(C)c3sc4ccccc4c3c2=O)CC1	i	15
Cc1ccc(C(=O)OC(C)C(=O)c2cc(C)c(C)cc2C)o1 (stereo unspecified)	i	6
Cc1c(NC(=O)C(C)OC(=O)CCc2c[nH]c3ccccc23)c(=O)n(-c2ccccc2)n1C (stereo unspecified)	i	53
CC(C)CC(=O)Nc1c2c(nn1-c1ccc([N+](=O)[O-])cc1)CS(=O)(=O)C2	i	34
CCCCn1c(N)c(N(CCC(C)C)C(=O)Cc2ccc(S(=O)(=O)N3CCOCC3)s2)c(=O)[nH]c1=O	i	36
Cc1ccc(S(=O)(=O)CCC(=O)OCC(=O)N(C)CC(=O)Nc2ccc(F)cc2)cc1	i	35
O=S(=O)(Nc1c(F)cccc1F)c1ccc2c(c1)OCCO2	i	25
Cc1ccc2c(c1)C1CN(C)CCC1N2S(=O)(=O)c1cccc(F)c1 (stereo unspecified)	i	33
C/C(CC(=O)Nc1ccc2c(c1)OCCO2)=N\NC(=O)COc1ccc(C)cc1Br	i	20
CN(CCc1ccccn1)C(=O)CC1C(=O)NCCN1Cc1cccc(F)c1 (stereo unspecified)	i	48
COc1ccc(-c2ccccc2)cc1NC(=O)c1cccs1	i	65
O=C1CCCN2N=C(SCC(=O)Nc3ccc(OC(F)(F)F)cc3)SC2=N1	i	23
CS(=O)(=O)c1ccc(C(=O)Nc2ccc(-c3nc4ccccc4[nH]3)cc2)cc1	i	9
COc1ccc(C2(CNC(=O)c3ccccc3)CCCC2)cc1OC	i	44
CS(=O)(=O)c1ccc(N2CCN(S(=O)(=O)c3cccs3)CC2)c([N+](=O)[O-])c1	i	31
CC(=O)c1cccc(NC(=O)C2=CC(c3ccco3)=NS(=O)(=O)N2C)c1	i	27

Some of the entries above, set out differently.
Cc1ccc2c(c1)C1CN(C)CCC1N2S(=O)(=O)c1cccc(F)c1 (stereo unspecified)
- T cell modulator: i
- T cell modulator vesicle-bound %: 33

C/C(CC(=O)Nc1ccc2c(c1)OCCO2)=N\NC(=O)COc1ccc(C)cc1Br
- T cell modulator: i
- T cell modulator vesicle-bound %: 20

Rewritten with values under each structure: entries from further up
Every second line gives: T cell modulator | T cell modulator vesicle-bound %
COc1ccc(C(C)NC(=S)NC2CCCCC2)cc1OC (stereo unspecified)
    i | 68
Cc1ccc(C(=O)OC(C)C(=O)NC2CCCCC2C)cc1S(=O)(=O)N1CCOCC1 (stereo unspecified)
    i | 12
O=C1CCCN2N=C(SCC(=O)Nc3ccc(OC(F)(F)F)cc3)SC2=N1
    i | 23

(listing goes on)
SMILES	T cell modulator	T cell modulator vesicle-bound %
O=C(NC1CCN(Cc2ccccc2)CC1)c1cn(-c2ccccc2)nc1-c1cccnc1	i	27
CCCCN(C(=O)CSCc1c(C)noc1C)c1c(N)n(CCC)c(=O)[nH]c1=O	i	52
COc1ccc(CN2CCN(CCCc3ccccc3)C(CCO)C2)cc1OC (stereo unspecified)	i	50
COc1ccc(-n2nc3c(c2NC(C)=O)CS(=O)(=O)C3)cc1	i	41
CC(=O)c1ccc(N2CCN(S(=O)(=O)c3ccc4c5c3CC(=O)N5CC(C)S4)CC2)cc1 (stereo unspecified)	i	47
CC(NC(=O)c1cn(C)c2ccc(S(=O)(=O)N3CCCC3)cc2c1=O)c1ccccc1 (stereo unspecified)	i	32
O=c1oc(CCCO)cc2ccc(C#Cc3cccnc3)cc12	i	39
Cc1ccc(NC(=O)Nn2cnnc2)cc1	i	69
CCn1c(SC(C)C(=O)NCC2CCCO2)nc2scc(-c3ccccc3)c2c1=O (stereo unspecified)	i	52
CCOC(=O)C1CCN(C(=O)c2cc(COc3ccc(OC)c4ccccc34)on2)CC1	i	17
Cc1noc(C)c1NC(=O)N(C)C[C@H]1Oc2ccc(NC(=O)C3CC3)cc2C(=O)N([C@H](C)CO)C[C@@H]1C	i	3
Cc1ccc(C(=O)N[C@@H](Cc2ccccc2)C(=O)N2CCC3(CC2)NCCc2[nH]cnc23)cc1C	i	17
O=C(CN(Cc1ccccc1)C(=O)CCC(=O)Nc1ccccn1)NCc1ccc(F)cc1	i	22
O=C(CN1C(=O)c2cccnc2Oc2ccc(Cl)cc21)NCCc1ccccc1	i	34
CC(C(=O)Nc1ccc2c(c1)OCO2)N(C)CC(=O)Nc1ccccc1Cl (stereo unspecified)	i	55
CC(Oc1ccc2ccc(=O)oc2c1)C(=O)NC1CC(C)(C)NC(C)(C)C1 (stereo unspecified)	i	28
O=C(O)CNC(=O)/C(=C\c1ccco1)NC(=O)c1ccco1	i	39
CN(C)S(=O)(=O)c1ccc(NC(=O)CN2C(=O)NC(Cc3ccccc3)C2=O)cc1 (stereo unspecified)	i	58
COc1ccccc1C(=O)NC(=O)CSc1nnc(C)s1	i	46
CC(C)CN(C(=O)CSc1ncnc2sccc12)C1CCS(=O)(=O)C1 (stereo unspecified)	i	22
CC1=C(C(=O)Nc2cc(C(=O)NCCC(C)C)ccc2C)SCCO1	i	38
CCn1c(=O)n(CC)c2cc(N3CCCC3)c(NC(=O)c3cccc(C)c3)cc21	i	25
COc1ccccc1NC(=O)C(=O)c1cn(CC(=O)N2CCCC2)c2ccccc12	i	14
CC1(c2ccc(OC(F)F)cc2)NC(=O)N(CC(=O)Nc2ccc(F)cc2)C1=O (stereo unspecified)	i	20
O=S1(=O)[C@H]2C[C@@H]3C=C[C@@]2(CN1Cc1cccc(F)c1)O3	i	20
(listing goes on)
SMILES	T cell modulator	T cell modulator vesicle-bound %
CC(=O)c1cccc(N(CC(=O)NC2CCCC2)C(=O)c2csnn2)c1	i	25
Cc1ccc(CNC(=O)Nc2ccccc2)n1C	i	21
COc1ccccc1CNC(=O)c1cc(S(=O)(=O)N2CCCCC2)c[nH]1	i	47
Cc1c(Cl)cccc1NC(=O)CC1Oc2ccccc2NC1=O (stereo unspecified)	i	19
Cc1cc(C(=O)COC(=O)Cc2ccc(Br)cc2)c(C)n1C	i	39
CCCNC(=O)c1ccc(N2CCC3(CC2)CC(c2ccccc2)=NO3)c(NC(=O)c2ccc(Br)cc2)c1	i	24
CCCn1c(N)c(N(CCOC)C(=O)C2CCCC2)c(=O)[nH]c1=O	i	44
O=C(c1ccccc1)c1c(-c2ccccc2)[nH]n(-c2ccccc2)c(=O)c1=O	i	49
CN1C(c2ccccc2)=NO[C@]1(C)c1ccccc1	i	27
O=C(COC(=O)CNC(=O)c1ccccc1)NC(=O)NC1CCCCC1	i	51
COc1cc(NC(=O)c2cc3ccccc3o2)ccc1NC(=O)c1ccco1	i	14
COc1ccc(NC(=O)c2cc(-c3ccccn3)nc3ccccc23)c(OC)c1	i	54
COc1ccc(C(=O)OC(C)C(=O)NC2CCCCC2C)cc1S(=O)(=O)N1CCOCC1 (stereo unspecified)	i	20
CC1CCC(NC(=O)c2cc3c(s2)CCCC3)CC1 (stereo unspecified)	i	48
COc1ccc(CCNC(=O)c2ccc3ccccc3n2)cc1	i	10
COc1cc(OC)cc(C(=O)NC2CC3CCC(C2)N3C)c1 (stereo unspecified)	i	22
COc1cccc(NC(=O)c2cc(-c3ccco3)nc3ccccc23)c1	i	25
CCC(Oc1ccccc1)C(=O)Nc1cc(Cl)ccc1-n1cncn1 (stereo unspecified)	i	43
CCOC(=O)N1CCN(Cc2nc3cc(NC(=O)c4cccs4)ccc3n2C)CC1	i	63
Cc1cccc(NC(=O)Nc2cccnc2)c1C	i	10
c1ccc2cc(CCO[C@H]3CCCCO3)ncc2c1	i	16
COc1ccc(CN2C(=O)c3ccccc3C2=O)cc1C(=O)N(C)CC(=O)Nc1c(C)cccc1C	i	18
CCOc1ccc(N(Cc2cc3ccc(C)cc3[nH]c2=O)S(=O)(=O)c2ccccc2)cc1	i	40
COc1c(C)cc(C(=O)C2CCCN(S(=O)(=O)N(C)C)C2)cc1C (stereo unspecified)	i	49
NC(=O)C1CCN(C(=O)c2ccc(Cl)c(S(=O)(=O)NCc3ccco3)c2)CC1	i	20
(more compounds)
SMILES	T cell modulator	T cell modulator vesicle-bound %
Cc1ccc(C)c(OCCC(=O)OCC(=O)NNC(=O)c2ccccc2)c1	i	41
COc1cccc(C(=O)OCC(=O)NCCCc2ccccc2)c1	i	63
CCN(CC)c1nc2c(c(=O)[nH]c(=O)n2C)n1Cc1ccccc1Cl	i	58
CCCCCCCCCCCCCCCC(=O)OC/C=C(C)/C=C/C=C(C)/C=C/C1=C(C)CCCC1(C)C	i	24
Cc1[nH]c2ccccc2c1C(=O)C(=O)NCCCc1ccccc1	i	27
Cn1c(CNC(=O)CNC(=O)c2ccc(C(C)(C)C)cc2)cc(=O)n(C)c1=O	i	40
Cc1ccc(N(C)S(=O)(=O)c2csc(C(N)=O)c2)cc1C	i	33
CC(C)(C)OC(=O)NOCC(=O)N(CC(=O)c1ccccc1)Cc1ccccc1	i	43
O=C(CS(=O)(=O)c1ccccc1)Nc1nnc(-c2cccs2)o1	i	7
Cc1ccc(-c2csc(NC(=O)C3=COCCO3)n2)cc1C	i	21
CCCCC1CCC(C(=O)OC(C)C(=O)Nc2ccc(NC(C)=O)cc2)CC1 (stereo unspecified)	i	20
CC(C)Oc1ccccc1NC(=O)CSc1nccn1C	i	22
Cc1ccc(CSCc2ccc(C(=O)NC3CC3)o2)cc1	i	36
Cc1noc(C)c1NC(=O)N(C)C[C@H]1Oc2ccc(NC(=O)NC(C)C)cc2C(=O)N([C@H](C)CO)C[C@H]1C	i	56
Cc1ccccc1-n1c(SCC(=O)O)nc2sc3c(c2c1=O)CCCC3	i	32
